Screening data from PubChem BioAssay.
XIAP displacement: small molecules displacing peptide from XIAP – biochemical, IAP family, fluorescence polarization (AID 1018); XIAP BIR domain, fluorescence polarization peptide displacement; higher % means a stronger effect; displacement, % at 20 µM; hits with a dose series show IC50 in µM; actives 0.007% (n = 200,000); in the data active = displacement above about 50%; note: a part of the inactive calls stands beside numbers as strong as those of hits
Siah-1 displacement: Siah-1 peptide-binding antagonists, primary screen, biochemical, fluorescence polarization, rhodamine-plectin, uHTS (AID 1817). displacement, % at 20 µM; hits with a dose series show IC50 in µM. Siah-1 / rhodamine-plectin peptide fluorescence polarization; higher % means a stronger effect. actives 0.02% (n = 290,000);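 active = displacement of at least 50% at 20 µM, with a fluorescence ratio check between 0.3 and a set limit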;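 note: plate controls were Siah plus tracer with DMSO for no effect and tracer alone without Siah for full effect; strong numbers were not always called active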
Hep lipid drop: modulators of hepatic lipid droplet formation; AML12 mouse hepatocytes, oleate lipid droplets, BODIPY imaging; inhibition, % at 6.5 µM; actives 0.4% (n = 240,000);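 active = lipid droplet intensity inhibited by at least 50%, with more than 500 cells counted; inconclusive = wells with under 300 cells, treated as cytotoxic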
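Material – mouse AML12 hepatocyte cell line, fixed after treatment · Compound dosing – one dose, 6.5 µM compound · Times – compound with oleate, overnight · Measured by – Image-based BODIPY and DAPI two-channel analysis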
HIV fusion peptide: cell-free HIV fusion peptide-binding blockers – biochemical, uHTS, fluorescence dequenching, primary screen (AID 1986) | cell-free peptide binding, fluorescence dequenching, 30 min; higher % means a stronger effect | one-dose inhibition, % at 20 µM; IC50 in µM for titrated hits | actives 0.3% (n = 290,000); in the data active = inhibition mostly above about 52%, no sharp cut-off; inactive = mostly below about 76%; note: some results filed as inactive read as strong as hits
HEK293 NOD2/NF-kB: NOD2 signaling inhibitors, cell-based, luminescence, uHTS, HEK293 (AID 1566) | HEK293 NOD2/NF-kB luciferase reporter, luminescence; higher % means a stronger effect | one-dose inhibition, % at 4 µM; EC50 in µM for titrated hits | actives 0.63% (n = 290,000); note: many of its hits are not listed in these tables
Myeloid diff 2: myeloid differentiation induction | ER-HoxA9 myeloid progenitors, lysozyme-GFP differentiation, flow cytometry | calls only at 10 µM | actives 1% (n = 360,000);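 active = normalized GFP-positive differentiation at or above the plate's own cutoff, the solvent-only control mean plus 3 SD; inconclusive = no clear call, values can overlap the other calls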;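 note: cells exposed to compound for four days before flow analysis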
LYP inhibition: inhibitors of LYP phosphatase, biochemical, fluorescence intensity, uHTS (AID 1779) | inhibition, % at 11.5 µM; hits with a dose series show IC50 in µM | actives 0.054% (n = 290,000) | recombinant LYP phosphatase, fluorescence intensity; higher % means a stronger effect;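 note: plate controls were vehicle with enzyme for no effect and no enzyme for full effect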
NS5 inhibitors: flavivirus cap methylation enzyme inhibition – biochemical, confirmation dose response, primary screen (AID 588689); Dengue-2 NS5 methyltransferase capping enzyme assay, biochemical; higher % means a stronger effect; inhibition, % at 25 µM; hits with a dose series show IC50 in µM; actives 0.3% (n = 340,000); in the data active = a potency from the dose series; inconclusive = inhibition above about 29% without an active follow-up result
AID2073: inhibitors of Mint1-CaV2.2 protein interaction, biochemical, HTRF (AID 2073); HTRF protein-protein interaction, Mint1-CaV2.2; higher % means a stronger effect; inhibition, % at 20 µM; hits with a dose series show IC50 in µM; actives 0.19% (n = 290,000); in the data active = inhibition mostly above about 51%, no sharp cut-off; inconclusive = no clear call, values can overlap the other calls; inactive = mostly below about 53%; note: some results filed as inactive read as strong as hits
Hep lipid drop cells 6.5 µM: further read-out of Hep lipid drop, marked with its call; cell count; measured here: cell count, cytotoxicity flag;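 cells counted across two imaged fields per well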
NS5 inhibitors pilot replicate: also measured in NS5 inhibitors; calls as there; inhibition, %; measured here: pilot screen replicate inhibition
Myeloid diff 2 GFP+ MAC1+ %: recorded beside Myeloid diff 2, whose call it bears; GFP+ MAC1+ double positive, %; measured here: differentiation confirmed by MAC1 staining
Numbers without * were called inactive; i = inactive; ? = inconclusive; / = no result given; + = active, no number. Cut-off read from the data, not from the text of the source, unless noted: active = inhibition above about 50%; inactive = the rest.

Start of the listing, in advance (3 entries):
SMILES | XIAP displacement | Siah-1 displacement | Hep lipid drop | Hep lipid drop cells 6.5 µM | HIV fusion peptide | HEK293 NOD2/NF-kB | Myeloid diff 2 | Myeloid diff 2 GFP+ MAC1+ % | LYP inhibition | NS5 inhibitors | AID2073 | others
COc1ccc([N+](=O)[O-])cc1NC(=O)COC(=O)c1ccc(O)cc1 | / | 4% | 0 | 767 | 0.5% | 2% | i | 0.5 | -7% | 0% | ?
CCN(CC)S(=O)(=O)c1ccc(N=Cc2c(C)c(C#N)c(=O)n(C)c2O)cc1 | -6.3% | -2% | 0 | 647 | 11% | 1% | i | 0.5 | -1% | 7% | -2%
CCOC(=O)N1CCN(C(=O)c2ccc3c(=O)n(CC4CCCO4)c(=S)[nH]c3c2)CC1 (configuration not stated) | -4.7% | 2% | / | / | -2.7% | 23% | i | 0.5 | -7% | -11% | -35%

Results (from the top)
SMILES | XIAP displacement | Siah-1 displacement | Hep lipid drop | Hep lipid drop cells 6.5 µM | HIV fusion peptide | HEK293 NOD2/NF-kB | Myeloid diff 2 | Myeloid diff 2 GFP+ MAC1+ % | LYP inhibition | NS5 inhibitors | AID2073 | others
COc1ccc([N+](=O)[O-])cc1NC(=O)COC(=O)c1ccc(O)cc1 | / | 4% | 0 | 767 | 0.5% | 2% | i | 0.5 | -7% | 0% | ?
CCN(CC)S(=O)(=O)c1ccc(N=Cc2c(C)c(C#N)c(=O)n(C)c2O)cc1 | -6.3% | -2% | 0 | 647 | 11% | 1% | i | 0.5 | -1% | 7% | -2%
CCOC(=O)N1CCN(C(=O)c2ccc3c(=O)n(CC4CCCO4)c(=S)[nH]c3c2)CC1 (configuration not stated) | -4.7% | 2% | / | / | -2.7% | 23% | i | 0.5 | -7% | -11% | -35%
N#Cc1c(N)n(CCCN2CCOCC2)c2nc3ccccc3nc12 | 0.6% | 6% | / | / | -0.9% | 0% | i | 0.9 | -12% | 10% | 30%
Cc1cccc(-n2cc(CN3CCN(c4ccccn4)CC3)c(-c3cccc(F)c3)n2)c1 | -5.2% | 6% | -4 | 743 | -0.5% | 0% | i | 0.2 | -1% | -7% | 4%
O=C(CCN1C(=O)/C(=C\c2ccccc2)SC1=S)NCCCN1CCOCC1 | / | -2% | -19 | 682 | -0.9% | -6% | i | 4.5 | -8% | 3% | -7%
O=C(NNC(=S)NC(=O)c1ccc(Br)cc1)c1ccc([N+](=O)[O-])cc1 | / | -4% | -2 | 736 | 13% | 40% | i | 0.1 | -6% | / | -8%
CC(C)(C)c1ccc(/C=C(\C#N)C(=O)NCCN2CCOCC2)cc1 | -11% | 2% | 18 | 699 | -1.5% | 4% | i | 0.2 | -3% | -4% | -5%
COc1ccc(CC(=O)OCC(=O)Nc2ccc(Cl)cn2)cc1 | 1.7% | -2% | 8 | 737 | -0.7% | 4% | i | 0.7 | -7% | 0% | -10%
CCOc1ccc(Br)cc1S(=O)(=O)Nc1ccc(Cl)c(S(=O)(=O)N(CC)c2ccccc2)c1 | -1.5% | -4% | -2 | 542 | 7.3% | -50% | i | 0.4 | 6% | -3% | 18%
CCOC(=O)N1CCC(NC(=O)c2cccc3c2C(=O)N(c2ccc(OC)cc2)C3)CC1 | 0.3% | 9% | / | / | 1.3% | 30% | i | 1.5 | 0% | -3% | 30%
CCCCC(=O)NC(NC(=S)N1CCCCCC1)C(Cl)(Cl)Cl (configuration not stated) | -0.8% | 4% | -12 | 629 | 1.5% | 18% | i | 0.8 | 0% | 0% | 2%
CCOC(=O)c1cc2c(n(-c3ccc(C)cc3)c1=O)CCCC2=O | -7.8% | 0% | / | / | 0.5% | 0% | i | 1.3 | -4% | -2% | 1%
O=C(NCCc1ccccc1Cl)C1CCC(=O)N(C2CCCCCC2)C1 (configuration not stated) | / | -1% | 0 | 768 | 1.0% | -7% | i | 1.1 | -7% | 3% | 2%
COc1ccc(OCCC(=O)NC2CCCCC2)cc1 | -3.7% | 0% | -17 | 684 | -0.1% | 3% | i | 0.4 | -3% | -1% | -5%
Cc1ccc(S(=O)(=O)Nc2ccc(Cl)cn2)cc1 | / | 6% | -1 | 818 | -0.4% | 10% | / | / | -6% | 0% | 2%
O=C(OCCN1CCOCC1)c1ccc(O)cc1 | / | 9% | 0 | 829 | 2.3% | 11% | i | 0.3 | -7% | -2% | -4%
COc1ccc(Br)cc1CNC(=O)CCC(=O)n1nc(C)c2ccccc21 | / | -2% | 11 | 670 | 2.6% | -5% | i | 1.1 | -5% | 6% | 2%
Cc1nn(C)c(C)c1Sc1ccc(Br)cc1 | 1.3% | 4% | / | / | -1.3% | 12% | i | 1.3 | -6% | 5% | -3%
c1ccc(-n2nnnc2Sc2n[nH]c(-c3ccncc3)n2)cc1 | -0.6% | 6% | 9 | 777 | -1.6% | 8% | i | 1.2 | -5% | -8% | -2% | NS5 inhibitors pilot replicate=1.2
c1ccc(-c2n[nH]c(-c3ccccn3)n2)cc1 | -0.5% | 10% | -2 | 794 | -0.9% | -44% | i | 0.7 | -8% | -10% | 2%
CCCOc1ccc(-c2nc(C#N)c(NCC3CCCO3)o2)cc1 (configuration not stated) | -1.7% | -2% | 16 | 863 | 1.7% | 15% | i | 0.7 | -7% | 0% | 2%
CC(=O)c1ccc(N2CCN(C(=O)C3CCCN(S(=O)(=O)c4c(C)[nH]c(=O)[nH]c4=O)C3)CC2)cc1 (configuration not stated) | -6.9% | 4% | -3 | 743 | 0.9% | -1% | i | 0.4 | -3% | -1% | -12%
CC(C)(C)NNC(=S)Nc1cccc(F)c1 | / | 17% | -5 | 723 | -1.3% | 2% | i | 0.8 | -3% | 1% | -6%
CCN(Cc1cc(OC)c(OC)c(OC)c1)C(=S)Nc1cccc(SC)c1 | / | 4% | -22 | 688 | -1.5% | 19% | i | 0.5 | -7% | -5% | 1%
O=C(CNS(=O)(=O)c1ccc(Br)s1)NCc1ccc2c(c1)OCO2 | -0.1% | -1% | / | / | -1.6% | -10% | i | 1.0 | 0% | 2% | 29%
C#CCOCCOCCOCCNc1nc(N2CCN(C(=O)[C@H]([C@@H](C)CC)n3cc([C@@H](N)CC(C)C)nn3)CC2)nc(N2CCN(C(=O)[C@H]([C@@H](C)CC)n3cc([C@@H](N)CC(C)C)nn3)CC2)n1 | -2.3% | 5% | -1 | 704 | -1.7% | 11% | i | 1.0 | -14% | 0% | 15%
CCC(c1nnnn1Cc1ccccc1)N1CCN(c2ccccc2)CC1 (configuration not stated) | -0.7% | -1% | 4 | 692 | 0.4% | -8% | i | 1.2 | -6% | -4% | -4%
OCCC1CN(Cc2cccc3nccnc23)CCN1Cc1ccc(F)cc1 (configuration not stated) | / | 3% | 13 | 713 | 1.0% | -2% | i | 0.1 | -2% | 1% | -1%
O=C(Nc1nccs1)c1ccccc1Br | / | -5% | -2 | 796 | -0.9% | -2% | i | 0.6 | -4% | 7% | -7%
CCN1/C(=C/c2cc[n+](CCCS(=O)(=O)[O-])c3ccccc23)Sc2ccccc21 | -7.4% | 7% | 0 | 674 | 14% | 2% | + | 6.1* | 1% | -18% | 46%
Cc1noc(C)c1C(=O)OCC(=O)NCCc1ccc(Cl)cc1 | -7.3% | -6% | / | / | -4.2% | -4% | i | 1.1 | -2% | -13% | -1%
O=C(NCCCN1CCCC1=O)c1cccc(S(=O)(=O)N2CCN(c3ccc(F)cc3)CC2)c1 | / | 0% | -12 | 643 | -0.5% | -9% | i | 1.4 | -11% | 1% | 3%
CC(=O)c1cccc(CN2CCCC(CCC(=O)NCc3ccccc3F)C2)c1 (configuration not stated) | 0.6% | 6% | -8 | 750 | 2.1% | 26% | i | 0.6 | -3% | 1% | 8%
Clc1ccc(Oc2nc(Oc3ccc(Cl)cc3)nc(N3CCOCC3)n2)cc1 | 1.1% | 6% | / | / | 1.3% | 15% | + | 16* | -1% | 6% | -6%
COc1ccc(S(=O)(=O)N2CCOCC2)cc1NS(=O)(=O)/C=C/c1ccccc1 | -5.4% | 21% | 4 | 728 | -0.3% | 11% | i | 0.1 | -5% | / | 3%
O=C(CN1C(=O)NC(Cc2c[nH]c3ccccc23)C1=O)Nc1cccc(S(=O)(=O)N2CCCCCC2)c1 (configuration not stated) | -11% | -2% | -11 | 691 | 2.5% | 2% | i | 0.9 | 10% | -1% | 15%
Cc1ccc(C(C)NC(=O)c2c(C)noc2C)cc1C (configuration not stated) | -1.5% | 0% | -1 | 797 | -2.1% | -13% | i | 0.8 | -1% | -1% | -5%
CC(C)c1ccc(OCc2nnc(SCC(=O)N3CCCCC3)o2)cc1 | / | -2% | -1 | 781 | -1.3% | -13% | i | 1.8 | -3% | -7% | 8%
O=C(COc1ccc(Cl)cc1Br)NC(=O)NCc1ccccc1 | -6.7% | -2% | 8 | 641 | 1.0% | -6% | i | 0.2 | 2% | / | 6%

2 compounds drawn at random from the list so far, as already listed:
SMILES | XIAP displacement | Siah-1 displacement | Hep lipid drop | Hep lipid drop cells 6.5 µM | HIV fusion peptide | HEK293 NOD2/NF-kB | Myeloid diff 2 | Myeloid diff 2 GFP+ MAC1+ % | LYP inhibition | NS5 inhibitors | AID2073 | others
Clc1ccc(Oc2nc(Oc3ccc(Cl)cc3)nc(N3CCOCC3)n2)cc1 | 1.1% | 6% | / | / | 1.3% | 15% | + | 16* | -1% | 6% | -6%
O=C(COc1ccc(Cl)cc1Br)NC(=O)NCc1ccccc1 | -6.7% | -2% | 8 | 641 | 1.0% | -6% | i | 0.2 | 2% | / | 6%

Further results.
SMILES | XIAP displacement | Siah-1 displacement | Hep lipid drop | Hep lipid drop cells 6.5 µM | HIV fusion peptide | HEK293 NOD2/NF-kB | Myeloid diff 2 | Myeloid diff 2 GFP+ MAC1+ % | LYP inhibition | NS5 inhibitors | AID2073 | others
COc1ccccc1NC(=O)N1CCC(c2nc3cc(C)c(C)cc3[nH]2)CC1 | -4.1% | -4% | ? | / | 1.5% | -31% | / | / | -5% | 5% | -11%
CN(Cc1ccccc1)C(=O)c1cccc(NC(=O)c2ccco2)c1 | -2.0% | 4% | 1 | 758 | -0.1% | 21% | i | 0.7 | -6% | -1% | -3%
COc1ccc(OC)c(C(=O)c2c(C)oc3cc([N+](=O)[O-])c(O)c([N+](=O)[O-])c23)c1 | / | -1% | 7 | 679 | -0.7% | -5% | i | 0.2 | -2% | 25% | -7%
CC(=O)NCCNC(=O)c1cc(-c2cccc3ccccc23)nc2ccccc12 | / | 8% | -6 | 666 | 3.0% | 5% | i | 1.6 | -7% | 1% | 21%
Cc1[nH]c2ccccc2c1Cc1nnc(SCc2ccccc2)o1 | 2.9% | 1% | / | / | -2.6% | 4% | i | 1.0 | -3% | -5% | 0%

A portion of the library. The share of hits here may be higher or lower than overall.
